GSH fluor: GSH bead compound fluorescence profile | GSH beads flow cytometry, compound fluorescence 488/530 nm; active compounds read high | fluorescence (KMESF) at 10 µM | 0.25% of 190,000 active | AID 1776; in the data active means fluorescence above about 89;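 further: glutathione beads carrying GST-tagged Bcl family fusion proteins plus one bare bead set; values are compound well signal with DMSO vehicle wells as background; inactives centre near 16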
ABCB1 inh: human ABCB1 inhibition, ABCG2 as counter-screen; CCRF-Adr cells, JC-1 efflux, flow cytometry; inhibition, % at 6.6 µM; 0.067% of 190,000 active; AID 1326; in the data active means inhibition above about 40%;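 further: 0% = vehicle and 100% = reference inhibitor; higher value means more JC-1 retained so stronger ABCB1 efflux block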
Avidin bead fluor: avidin bead compound fluorescence profile; Avidin beads, compound fluorescence 488/530 nm, flow cytometry; active compounds read high; fluorescence (KMESF) at 10 µM; 0.38% of 220,000 active; AID 1775; in the data active means fluorescence above about 47; further: inactives centre near 10
ABCG2 inh: blocks JC-1 efflux by human ABCG2 transporter; IgMXP3 cells, flow cytometry; inhibition, % at 6.6 µM; 0.1% of 190,000 active;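 active means inhibition above 80%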;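 further: 0% = DMSO and 100% = nicardipine control wells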
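Assay system – ABCG2 IgMXP3 and barcoded ABCB1 CCRF-Adr cell mix · Input – 3 million cells/mL in well · Reagent – JC-1 fluorescent substrate · Compound – single test compound dose, 6.6 µM final · Timing – 10 min exposure at 25 °C with rotation, no wash · Detection – flow cytometry of retained JC-1 fluorescence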
Bcl-B Bim block: disrupts Bim peptide binding to human Bcl-B. bead-based flow cytometry. inhibition, % at 10 µM. 0.073% of 190,000 active. AID 951;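 further: 0% = tracer peptide without compound and 100% = reference inhibitor peptide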
Target sequence (Q9HD36 whole entry, looked up): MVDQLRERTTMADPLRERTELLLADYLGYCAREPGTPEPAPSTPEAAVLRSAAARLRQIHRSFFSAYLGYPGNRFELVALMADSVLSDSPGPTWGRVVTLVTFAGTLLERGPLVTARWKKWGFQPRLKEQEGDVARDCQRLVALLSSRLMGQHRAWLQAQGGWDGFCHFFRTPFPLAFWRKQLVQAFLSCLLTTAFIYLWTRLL
RGS4-Gao reg: human RGS4-Galphao interaction regulation. P09471. Multiplexed bead flow cytometry, RGS4-Galphao binding; actives lie on both sides. binding response (% of control), % at 10 µM. 0.33% of 220,000 active. AID 1415; in the data active means binding response below about 49% or above about 150%; inactive means in between;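 further: fluorescent Galphao activated with aluminum fluoride binding bead-coupled RGS4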
Target sequence (P09471 whole entry, looked up): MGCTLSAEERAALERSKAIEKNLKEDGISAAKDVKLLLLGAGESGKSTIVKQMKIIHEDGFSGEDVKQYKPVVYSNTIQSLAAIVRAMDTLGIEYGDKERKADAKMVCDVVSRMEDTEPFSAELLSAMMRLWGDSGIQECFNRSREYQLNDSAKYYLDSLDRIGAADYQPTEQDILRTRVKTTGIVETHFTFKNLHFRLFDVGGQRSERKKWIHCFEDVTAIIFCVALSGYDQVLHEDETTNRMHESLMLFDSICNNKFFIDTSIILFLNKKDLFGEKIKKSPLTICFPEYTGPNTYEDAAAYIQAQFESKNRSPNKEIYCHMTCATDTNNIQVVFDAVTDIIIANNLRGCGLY
RGS7-Gao: modulates binding of RGS7 to human Galphao. P09471. Multiplexed bead flow cytometry; actives lie on both sides. binding response (% of control), % at 10 µM. 0.35% of 220,000 active; in the data active means binding response below about 49% or above about 150%;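 further: fluorescent Galphao held in activated GDP-AlF4 state binding bead-coupled RGS7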
Bim-Bcl-2: inhibitors of Bim-Bcl-2 interaction, human; inhibition, % at 10 µM; AID 950; 0.06% of 190,000 active; Bead-based flow cytometry, Bim peptide-Bcl-2 binding; in the data active means inhibition above about 40%;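 further: 0% = no compound wells with probe peptide and 100% = reference peptide inhibitor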
Target sequence (P10415 whole entry, looked up): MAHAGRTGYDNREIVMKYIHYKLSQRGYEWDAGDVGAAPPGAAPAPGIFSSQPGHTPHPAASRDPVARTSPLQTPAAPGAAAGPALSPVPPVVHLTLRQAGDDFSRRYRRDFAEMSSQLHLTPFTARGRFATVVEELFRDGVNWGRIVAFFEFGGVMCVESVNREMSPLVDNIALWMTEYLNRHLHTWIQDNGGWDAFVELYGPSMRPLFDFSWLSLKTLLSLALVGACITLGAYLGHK
Bfl-1 Bim block: human Bim-Bfl-1 interaction inhibition | Q16548 | Bead-based flow cytometry, Bim-Bfl-1 binding inhibition | inhibition, % at 10 µM | 0.12% of 190,000 active;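 further: 0% = wells without compound plus tracer and 100% = blocker peptide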
Bim-Bcl-XL: human Bim-Bcl-XL interaction inhibition; 0.04% of 190,000 active; inhibition, % at 10 µM; AID 1007; Bim peptide-Bcl-XL binding, bead flow cytometry, fluorescence; Q07817
Target sequence (Q07817 whole entry, looked up): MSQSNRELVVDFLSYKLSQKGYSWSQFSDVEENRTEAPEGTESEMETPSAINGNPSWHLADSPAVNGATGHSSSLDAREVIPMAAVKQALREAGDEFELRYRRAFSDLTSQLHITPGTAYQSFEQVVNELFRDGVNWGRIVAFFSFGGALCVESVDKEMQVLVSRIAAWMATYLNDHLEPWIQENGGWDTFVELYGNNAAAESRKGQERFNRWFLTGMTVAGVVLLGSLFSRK
Bcl-W Bim block: inhibitors of Bim-Bcl-W interaction, human; Q92843; bead-based flow cytometry, Bim peptide-Bcl-W binding; inhibition, % at 10 µM; 0.02% of 190,000 active;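 further: 0% = bound tracer without compound and 100% = peptide blocker; higher means less fluorescent Bim peptide bound to Bcl-W beads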
Active calls of the source: *. Unless noted, no stated cut-off is given here; in the data, active means inhibition above about 40%.

How did O=C(Nc1ccc([N+](=O)[O-])cc1)Nc1ccc(N2CCOCC2)c2nonc12 do in these assays?
GSH fluor: 10; ABCB1 inh: 0.3; Avidin bead fluor: 15; ABCG2 inh: 1; Bcl-B Bim block: -4; RGS4-Gao reg: 96; RGS7-Gao: 94; Bim-Bcl-2: -3; Bfl-1 Bim block: -3; Bim-Bcl-XL: -4; Bcl-W Bim block: 0

What do the screens show for `COc1cc(/C=N/NC(=O)c2ccoc2C)cc(OC)c1O`?
GSH fluor: 7; ABCB1 inh: 0.4; Avidin bead fluor: 15; ABCG2 inh: 11; Bcl-B Bim block: -10; RGS4-Gao reg: 98; RGS7-Gao: 98; Bim-Bcl-2: 0; Bfl-1 Bim block: 3; Bim-Bcl-XL: -3; Bcl-W Bim block: -2

How did COc1cccc(CNC(=O)Cc2csc(Nc3nc(=S)[nH]c4ccccc34)n2)c1 do in these assays?
GSH fluor: 12; ABCB1 inh: -0.4; Avidin bead fluor: 10; ABCG2 inh: 11; Bcl-B Bim block: -5; RGS4-Gao reg: 98; RGS7-Gao: 98; Bim-Bcl-2: -1; Bfl-1 Bim block: -1; Bim-Bcl-XL: -3; Bcl-W Bim block: -2

What do the screens show for `CC(C(=O)NCC1CCCO1)N(C(=O)c1snc(C(N)=O)c1N)c1cccc(F)c1` (stereo unspecified)?
GSH fluor: 15; ABCB1 inh: 1.2; Avidin bead fluor: 7; ABCG2 inh: 1; Bcl-B Bim block: -1; RGS4-Gao reg: 94; RGS7-Gao: 90; Bim-Bcl-2: 2; Bfl-1 Bim block: 0; Bim-Bcl-XL: 0; Bcl-W Bim block: -1

What do the screens show for `O=C(CCC(=O)CCN1CCCCC1)CCN1CCCCC1`?
GSH fluor: 28; ABCB1 inh: -1.0; Avidin bead fluor: 8; ABCG2 inh: -3; Bcl-B Bim block: -4; RGS4-Gao reg: 109; RGS7-Gao: 104; Bim-Bcl-2: 2; Bfl-1 Bim block: -2; Bim-Bcl-XL: -2; Bcl-W Bim block: -4

How did COc1ccc(Cn2c(C)c(C)c(C#N)c2NC(=O)Nc2ccccc2)cc1 do in these assays?
GSH fluor: 39; ABCB1 inh: 0.5; Avidin bead fluor: 5; ABCG2 inh: 1; Bcl-B Bim block: -8; RGS4-Gao reg: 93; RGS7-Gao: 98; Bim-Bcl-2: -8; Bfl-1 Bim block: -11; Bim-Bcl-XL: 2; Bcl-W Bim block: -2

What do the screens show for `Cc1ccc(NC(=O)c2cc(-c3ccco3)on2)cc1C`?
GSH fluor: 3; ABCB1 inh: -0.1; Avidin bead fluor: 4; ABCG2 inh: 2; Bcl-B Bim block: -1; RGS4-Gao reg: 109; RGS7-Gao: 108; Bim-Bcl-2: 0; Bfl-1 Bim block: 1; Bim-Bcl-XL: -1; Bcl-W Bim block: 8

What do the screens show for `COc1ccc(CNc2nc3nc4c(c(=O)n3[nH]2)CCC4)cc1`?
GSH fluor: 19; ABCB1 inh: -2.9; Avidin bead fluor: 12; ABCG2 inh: 0; Bcl-B Bim block: 0; RGS4-Gao reg: 103; RGS7-Gao: 100; Bim-Bcl-2: -2; Bfl-1 Bim block: -3; Bim-Bcl-XL: 0; Bcl-W Bim block: 0

Results for CCC(C)(C(=O)NC1CCCCC1)N(Cc1ccco1)C(=O)CNC(=O)c1ccccc1 (stereo unspecified) ?
GSH fluor: 12; ABCB1 inh: 0.7; Avidin bead fluor: 6; ABCG2 inh: 3; Bcl-B Bim block: -5; RGS4-Gao reg: 84; RGS7-Gao: 76; Bim-Bcl-2: 0; Bfl-1 Bim block: -4; Bim-Bcl-XL: -6; Bcl-W Bim block: -4

Results for CCC(=O)N(CCO)Cc1cc2ccc(C)c(C)c2[nH]c1=O ?
GSH fluor: 17; ABCB1 inh: 0.2; Avidin bead fluor: 22; ABCG2 inh: 0; Bcl-B Bim block: -3; RGS4-Gao reg: 96; RGS7-Gao: 98; Bim-Bcl-2: -4; Bfl-1 Bim block: -1; Bim-Bcl-XL: -1; Bcl-W Bim block: -3

How did Clc1ccc(CNCc2cccs2)cc1Cl do in these assays?
GSH fluor: 10; ABCB1 inh: 0.8; Avidin bead fluor: 5; ABCG2 inh: 9; Bcl-B Bim block: -1; RGS4-Gao reg: 100; RGS7-Gao: 98; Bim-Bcl-2: 0; Bfl-1 Bim block: 2; Bim-Bcl-XL: -4; Bcl-W Bim block: 0

How did CC(C)(C)NS(=O)(=O)c1ccc(CCC(=O)Nc2cc(Cl)ccc2Oc2ccccc2)cc1 do in these assays?
GSH fluor: 23; ABCB1 inh: 0.8; Avidin bead fluor: 12; ABCG2 inh: 4; Bcl-B Bim block: -3; RGS4-Gao reg: 97; RGS7-Gao: 99; Bim-Bcl-2: -7; Bfl-1 Bim block: -1; Bim-Bcl-XL: -2; Bcl-W Bim block: -2

What do the screens show for `COc1ccccc1CNC(=O)COC(=O)c1n[nH]c2ccccc12`?
GSH fluor: 10; ABCB1 inh: 0.2; Avidin bead fluor: 9; ABCG2 inh: 4; Bcl-B Bim block: -10; RGS4-Gao reg: 102; RGS7-Gao: 104; Bim-Bcl-2: -10; Bfl-1 Bim block: -11; Bim-Bcl-XL: -1; Bcl-W Bim block: 0

How did S=C(NCCC(c1ccccc1)c1ccccc1)Nc1ccccc1Cl do in these assays?
GSH fluor: 32; ABCB1 inh: 0.2; Avidin bead fluor: 7; ABCG2 inh: 2; Bcl-B Bim block: -1; RGS4-Gao reg: 95; RGS7-Gao: 96; Bim-Bcl-2: -2; Bfl-1 Bim block: -1; Bim-Bcl-XL: -1; Bcl-W Bim block: -2

Results for CCCn1nc(C(=O)NCCc2ccc(S(N)(=O)=O)cc2)c2ccccc2c1=O ?
GSH fluor: 23; ABCB1 inh: -0.5; Avidin bead fluor: 32; ABCG2 inh: 9; Bcl-B Bim block: -5; RGS4-Gao reg: 101; RGS7-Gao: 101; Bim-Bcl-2: -8; Bfl-1 Bim block: -10; Bim-Bcl-XL: -2; Bcl-W Bim block: 2

What do the screens show for `Cc1cc(/C=N/NC(=O)C(=O)NCc2ccccn2)c(C)n1-c1ccccc1`?
GSH fluor: 7; ABCB1 inh: 0.7; Avidin bead fluor: 1; ABCG2 inh: 12; Bcl-B Bim block: -5; RGS4-Gao reg: 93; RGS7-Gao: 94; Bim-Bcl-2: 3; Bfl-1 Bim block: 0; Bim-Bcl-XL: -2; Bcl-W Bim block: 0

What do the screens show for `CCCc1cc(N2CCN(c3ccccn3)CC2)n2nc(C)c(-c3ccccc3)c2n1`?
GSH fluor: 5; ABCB1 inh: 1.4; Avidin bead fluor: 7; ABCG2 inh: 3; Bcl-B Bim block: 0; RGS4-Gao reg: 105; RGS7-Gao: 105; Bim-Bcl-2: 5; Bfl-1 Bim block: 0; Bim-Bcl-XL: -2; Bcl-W Bim block: 0

How did C=CCNC(=O)c1onc(CSc2cccc(C)c2)c1C(=O)O do in these assays?
GSH fluor: 37; ABCB1 inh: 0.1; Avidin bead fluor: 10; ABCG2 inh: 9; Bcl-B Bim block: -11; RGS4-Gao reg: 102; RGS7-Gao: 100; Bim-Bcl-2: -12; Bfl-1 Bim block: -16; Bim-Bcl-XL: -11; Bcl-W Bim block: 0

Results for COc1ccc(OC)c2sc(NC(=O)C(C)C)nc12 ?
GSH fluor: 24; ABCB1 inh: -2.3; Avidin bead fluor: 8; ABCG2 inh: 0; Bcl-B Bim block: -7; RGS4-Gao reg: 100; RGS7-Gao: 98; Bim-Bcl-2: -8; Bfl-1 Bim block: -10; Bim-Bcl-XL: 0; Bcl-W Bim block: 2

Results for CC1(C)CC(=O)C2=C(C1)Nc1ccccc1N=C2 ?
GSH fluor: 27; ABCB1 inh: 0.6; Avidin bead fluor: 38; ABCG2 inh: 12; Bcl-B Bim block: -11; RGS4-Gao reg: 102; RGS7-Gao: 104; Bim-Bcl-2: -15; Bfl-1 Bim block: -19; Bim-Bcl-XL: -9; Bcl-W Bim block: -2

Results for Cc1ccccc1C(=O)N(C)Cc1ccccc1 ?
GSH fluor: 15; ABCB1 inh: -0.3; Avidin bead fluor: 11; ABCG2 inh: -1; Bcl-B Bim block: 1; RGS4-Gao reg: 100; RGS7-Gao: 99; Bim-Bcl-2: -1; Bfl-1 Bim block: 1; Bim-Bcl-XL: -6; Bcl-W Bim block: 0

What do the screens show for `CN(C)C(=O)[C@@H]1C[C@H]1[C@@H](NC(=O)OCc1ccccc1)c1ccccc1`?
GSH fluor: 18; ABCB1 inh: 1.4; Avidin bead fluor: 6; ABCG2 inh: 1; Bcl-B Bim block: -3; RGS4-Gao reg: 89; RGS7-Gao: 96; Bim-Bcl-2: 0; Bfl-1 Bim block: 1; Bim-Bcl-XL: 0; Bcl-W Bim block: -1

Results for Cc1ncc([N+](=O)[O-])n1Cc1ccc(F)cc1 ?
GSH fluor: 7; ABCB1 inh: 1.5; Avidin bead fluor: 20; ABCG2 inh: 2; Bcl-B Bim block: -8; RGS4-Gao reg: 98; RGS7-Gao: 107; Bim-Bcl-2: -2; Bfl-1 Bim block: 32; Bim-Bcl-XL: 0; Bcl-W Bim block: 2

How did Cc1cccc(NC(=O)c2sccc2-n2cccc2)c1C do in these assays?
GSH fluor: 51; ABCB1 inh: 1.4; Avidin bead fluor: 5; ABCG2 inh: 16; Bcl-B Bim block: -3; RGS4-Gao reg: 92; RGS7-Gao: 95; Bim-Bcl-2: -8; Bfl-1 Bim block: -8; Bim-Bcl-XL: -6; Bcl-W Bim block: -4

Results for CCOC(=O)C1C(c2cc(OC)c(OC)c(OC)c2)NC(=S)NC1(O)C(F)(F)F (stereo unspecified) ?
GSH fluor: 34; ABCB1 inh: 0.2; Avidin bead fluor: 10; ABCG2 inh: 4; Bcl-B Bim block: -5; RGS4-Gao reg: 106; RGS7-Gao: 105; Bim-Bcl-2: -9; Bfl-1 Bim block: -8; Bim-Bcl-XL: -5; Bcl-W Bim block: -6

How did Brc1ccccc1-c1nnc(CSc2nnc3sc4ccccc4n23)o1 do in these assays?
GSH fluor: 257*; ABCB1 inh: 0.4; Avidin bead fluor: 8; ABCG2 inh: 2; Bcl-B Bim block: -6; RGS4-Gao reg: 100; RGS7-Gao: 99; Bim-Bcl-2: -6; Bfl-1 Bim block: -8; Bim-Bcl-XL: 5; Bcl-W Bim block: 2

What do the screens show for `CC(=O)Nc1ccc(N2C(=O)CC(N3CCN(Cc4ccc5c(c4)OCO5)CC3)C2=O)cc1` (stereo unspecified)?
GSH fluor: 63; ABCB1 inh: 0.9; Avidin bead fluor: 8; ABCG2 inh: 6; Bcl-B Bim block: 1; RGS4-Gao reg: 109; RGS7-Gao: 105; Bim-Bcl-2: 0; Bfl-1 Bim block: 8; Bim-Bcl-XL: -5; Bcl-W Bim block: -4

Gathered by group, the entries above with an aryl thioether with sulfur outside any ring.
How did C=CCNC(=O)c1onc(CSc2cccc(C)c2)c1C(=O)O do in these assays?
GSH fluor: 37; ABCB1 inh: 0.1; Avidin bead fluor: 10; ABCG2 inh: 9; Bcl-B Bim block: -11; RGS4-Gao reg: 102; RGS7-Gao: 100; Bim-Bcl-2: -12; Bfl-1 Bim block: -16; Bim-Bcl-XL: -11; Bcl-W Bim block: 0

How did Brc1ccccc1-c1nnc(CSc2nnc3sc4ccccc4n23)o1 do in these assays?
GSH fluor: 257*; ABCB1 inh: 0.4; Avidin bead fluor: 8; ABCG2 inh: 2; Bcl-B Bim block: -6; RGS4-Gao reg: 100; RGS7-Gao: 99; Bim-Bcl-2: -6; Bfl-1 Bim block: -8; Bim-Bcl-XL: 5; Bcl-W Bim block: 2

From PubChem BioAssay
